Bioassay records from PubChem BioAssay.
D2 agonist – activates the human D2 dopamine receptor. P14416. HEK293 T-REx D2 cells, calcium flux agonist mode. activation, % at 2 µM. actives 0.53% (n = 340,000);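 active = activation over 3 SD above normal in the single-dose calcium agonist read, cut at about 30% in these data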; also: 0% is about no effect
Target sequence (P14416 whole entry, looked up): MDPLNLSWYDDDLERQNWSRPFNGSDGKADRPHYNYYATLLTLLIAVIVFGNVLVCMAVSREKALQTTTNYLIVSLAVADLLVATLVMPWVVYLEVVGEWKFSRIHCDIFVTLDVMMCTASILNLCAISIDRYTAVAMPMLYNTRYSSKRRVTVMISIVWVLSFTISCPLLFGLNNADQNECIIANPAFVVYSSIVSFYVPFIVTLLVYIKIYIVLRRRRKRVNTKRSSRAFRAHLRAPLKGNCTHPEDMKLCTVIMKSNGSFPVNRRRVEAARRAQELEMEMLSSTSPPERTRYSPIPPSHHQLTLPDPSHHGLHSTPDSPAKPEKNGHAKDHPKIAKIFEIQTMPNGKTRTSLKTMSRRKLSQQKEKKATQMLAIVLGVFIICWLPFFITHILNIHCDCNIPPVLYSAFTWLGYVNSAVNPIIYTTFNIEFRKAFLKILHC
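Agonism is scored from calcium flux in a force-coupled, inducible HEK293 cell line expressing D2, read kinetically for 180 s after compound addition against dopamine controls.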
Vif-APOBEC3G blk – inhibitors of Vif-APOBEC3G interaction | actives 0.076% (n = 410,000) | Potency, µM (doses to about 46.1 µM), without a hit: at the highest dose activity, negative = active, most hits filed as inhibitors | HeLa A3G-eYFP + Vif (tagged APOBEC3G with the HIV-1 protein that degrades it), YFP fluorescence, overnight;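 also: potency is read from the fitted curve at half-maximal effect; % is scaled to controls: 0 for no effect and ±100 for the full control effect; nearly all actives have a fitted effect of over 60% in size; hits raise eYFP signal because A3G escapes Vif-driven loss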
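HeLa cells stably expressing Vif and C-terminally eYFP-tagged A3G, seeded overnight at 37 deg C, then exposed to compound by pintool overnight at 37 deg C. Rise in yellow fluorescence (Ex 488/Em 500-530, Acumen) marks blocked Vif-driven A3G degradation.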
Vif-APOBEC3F blk – Vif-A3F binding inhibition | HeLa A3F-eYFP + Vif (tagged APOBEC3F with the HIV-1 protein that degrades it), YFP fluorescence increase | Potency, µM (doses to about 46.1 µM), inactives show at the highest dose activity, negative = active | actives 0.2% (n = 390,000) | AID 602313; also: potency is read from the fitted curve at half-maximal effect; % of control where 0% means no effect; nearly all actives have a fitted effect of over 65% in size
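HeLa cells stably expressing A3F-eYFP plus Vif, plated and incubated overnight at 37 deg C, then exposed to compounds overnight at 37 deg C. Blocked degradation read as raised yellow fluorescence (Ex 488/Em 500-530).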
RGS4 inhibitor – blocks human RGS4-accelerated GTP hydrolysis. P49798. Transcreener GDP fluorescence polarization, RGS4-accelerated GTP hydrolysis. Potency, µM (highest dose often 114 µM), for inactives: at the highest dose activity change, negative = inhibition, most hits filed as inhibitors. actives 0.039% (n = 390,000). AID 504845; also: potency is read from the fitted curve at half-maximal effect; % is scaled to controls: 0 for no effect and ±100 for the full control effect; nearly all actives have a fitted effect of over 75% in size; some results filed as inactive show a strong effect at the top dose
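MLSMR compounds (23 nl, pin-transferred) preincubated 10 min at room temperature with a 500nM (2x) first reagent, then RGS4 at 900nM (2x) plus Transcreener GDP mix added; fluorescence polarization (620/688 nm) read before and after 90 min at 30 °C.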
LDHA block – inhibitors of human lactate dehydrogenase A; P00338; purified LDHA, NADH/diaphorase-resazurin fluorescence; stronger effect = lower value; activity change, % (values are at about 110 or 230 µM); actives 0.15% (n = 480,000); AID 1347041; in the data active = activity change below about -30%; inconclusive = mostly about -25% to -30%;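 also: plate controls were DMSO wells for no effect and wells without enzyme for full effect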
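Enzyme activity of human lactate dehydrogenase 5 (2 nM; 0.06 mM NADH, 0.2 mM pyruvate, 5 min, RT) is measured via a resazurin/diaphorase fluorescence readout of residual NADH.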
GRP78 ERSR act – inducers of ER stress response in human glioma cells; Potency, µM, for the others: top-dose activation, actives largely listed as activators; U87-MG GRP78 promoter luciferase reporter, 16 h; actives 0.02% (n = 420,000); also: potency is read from the fitted curve at half-maximal effect; series mostly up to about 76 µM; % of control where 0% means no effect; nearly all actives have a fitted effect of over 35% in size
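Stably transfected U87-MG human glioma cells carrying a GRP78-based luminescent sensor were seeded at 1000 cells/well, pin-dosed with compounds and incubated 16 h. Luciferase reagent was then added, and end-point luminescence was read after 10 min at room temperature.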
ERG Ets-DNA blk – inhibitors of human ERG Ets domain-DNA interaction | Potency, µM (highest dose often 76.9 µM), for inactives: top-dose FP activity, negative = inhibition, most hits filed as inhibitors | actives 0.028% (n = 370,000) | fluorescence polarization, His-ERG Ets domain / labelled DNA | P11308; active = well fitted inhibition curve with a large enough effect in the polarisation, with a control signal flat; inconclusive = small, poorly fitted or top-dose-only effect, or effect the other way, or a change in a side signal; inactive = no such curve, though single readings can be large or run the other way; the % refers to the polarisation;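 also: polarization taken with two DNA probes labelled with fluorescein and Texas red; potency is read from the fitted curve at half-maximal effect; % of control where 0% means no effect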
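His-tagged ERG Ets domain (1 uM in the protein solution; 300mM KCl, 50mM Tris-HCl, 1mM EDTA, 1mM DTT, pH 7.5) received compound, then a probe mix of 5 nM fluorescein-DNA and 100nM Texas-615-DNA. Fluorescence polarization was read for both dyes.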
12-LOX inh – inhibitors of human 12S-lipoxygenase ALOX12 | P18054 | purified 12hLO, xylenol orange hydroperoxide absorbance | Potency, µM (titrated, usually from 108 µM), for the others: top-dose activity change, negative = inhibition, actives largely listed as inhibitors | actives 1.1% (n = 580,000); also: potency is read from the fitted curve at half-maximal effect; % is scaled to controls: 0 for no effect and ±100 for the full control effect
Target sequence (P18054 whole entry, looked up): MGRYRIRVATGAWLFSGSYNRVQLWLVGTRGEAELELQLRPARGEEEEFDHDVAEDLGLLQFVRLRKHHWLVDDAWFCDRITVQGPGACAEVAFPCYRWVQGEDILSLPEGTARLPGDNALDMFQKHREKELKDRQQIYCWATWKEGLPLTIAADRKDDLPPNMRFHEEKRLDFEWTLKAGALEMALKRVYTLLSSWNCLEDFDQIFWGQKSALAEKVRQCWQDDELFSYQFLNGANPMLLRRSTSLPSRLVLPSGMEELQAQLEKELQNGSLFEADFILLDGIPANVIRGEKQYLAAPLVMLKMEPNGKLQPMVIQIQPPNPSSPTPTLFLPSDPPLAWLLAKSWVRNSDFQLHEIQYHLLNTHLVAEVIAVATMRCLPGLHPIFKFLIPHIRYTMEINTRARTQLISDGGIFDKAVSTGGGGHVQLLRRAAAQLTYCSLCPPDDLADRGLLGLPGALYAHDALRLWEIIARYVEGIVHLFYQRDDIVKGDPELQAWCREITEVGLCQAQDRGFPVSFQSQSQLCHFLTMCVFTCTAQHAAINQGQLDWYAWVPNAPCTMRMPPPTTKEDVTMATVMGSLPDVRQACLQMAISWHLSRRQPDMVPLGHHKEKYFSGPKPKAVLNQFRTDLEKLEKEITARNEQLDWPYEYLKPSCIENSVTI
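Hydroperoxide product was detected by ferrous iron/xylenol orange as the 573 to 405 nm absorbance ratio. Arachidonic acid at 40 uM (final) was turned over for 30 min at room temperature by 150 nM human 12hLO, pH 7.0 Hepes buffer, after 15 min compound preincubation.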
D2 antagonist – antagonizes the human D2 dopamine receptor. P14416. HEK293 TREx D2 cells, calcium flux, dopamine EC80. inhibition, % at 10 µM. actives 2% (n = 340,000); in the data active = inhibition above about 30%; also: 0% is about no effect
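HEK293 T-REx D2 cells, tet-induced, calcium dye no-wash. Cpd pintool add, 180 s kinetic, then EC80 DA, 180 s kinetic. Ca flux read.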
Active calls of the source: *; ? = inconclusive; nt = no result given; & = joins results of further samples; [ ] = remark or other dose. Unless noted, calls follow the shape of the dose curve; as a rule, active = well fitted curve in the direction sought with a large enough effect; inconclusive = small, poorly fitted or top-dose-only effect, or another doubt; inactive = no such curve, though single readings can be large; an effect the other way counts as inactive or inconclusive. Only part of the results is shown; count on the stated rates, not on these rows.

SMILES	D2 agonist	Vif-APOBEC3G blk	Vif-APOBEC3F blk	RGS4 inhibitor	LDHA block	GRP78 ERSR act	ERG Ets-DNA blk	12-LOX inh	D2 antagonist
COc1ccc(NC(=O)CN2C(=O)NC3(CC(C)CC(C)(C)C3)C2=O)cc1S(=O)(=O)N1CCCCC1 (configuration not stated)	-0.9	-2%	4%	-7%	1	-5%	0%	-27%	-7
COc1ccccc1CCC(=O)OCC(=O)Nc1cc(C)nn1-c1ccccc1	-0.4	1%	-24%	9%	-3	4%	-4%	7%	23
CCCCNc1c(C(=O)OCC)c(=O)[nH]c2ccccc12	0.2	3%	1%	26%	-12	-4%	-4%	-1%	-10
COc1cc2cc(C(=O)NCCc3ccccc3)[nH]c2cc1OC	-0.2	1%	-3%	19%	-6	4%	-6%	6%	18
Cc1cccc(NC(=S)N(CCN2CCOCC2)Cc2ccccc2F)c1	-1.3	0%	-10%	-16%	-8	-2%	3%	3%	-5
COc1ccccc1N1N=C(c2ccc([N+](=O)[O-])cc2)CC1c1ccccc1 (configuration not stated)	15	2.5µM*	-953%	-27%	0	-2%	7%	49%	3
CCN(C(=O)CSc1nc2ccccc2c(=O)n1-c1ccc(C)cc1)C1CCS(=O)(=O)C1 (configuration not stated)	2.1	5%	1%	-10%	-7	0%	5%	0%	3
C/C(=N\Nc1cc(N2CCOCC2)nc(C)n1)c1cccc([N+](=O)[O-])c1	-0.8	0%	6%	-14%	-1	-1%	11%	-25%	7
CCCCS(=O)Cc1ccccc1 (configuration not stated)	-1.1	-4%	-7%	-27%	0	-5%	10%	3%	-27
Cc1ccc2oc(=O)n(CC(=O)c3ccc(F)cc3)c2c1	-1.3	0%	14%	-1%	1	0%	0%	0%	-7
O=C(c1cc(Cl)ccc1Cl)N1CCN(Cc2ccccc2)CC1	0.7	-2%	-7%	-12%	-2	-1%	3%	1%	-8
COc1cc(-c2nnc(CSc3nnc(N)s3)o2)cc(OC)c1OC	-0.2	2%	-11%	-13%	-1	-2%	2%	-12%	7
CCN(CC)Cc1nc2c(c(=O)[nH]1)C1(CCCC1)Cc1ccccc1-2	-1.2	1%	0%	-4%	1	-3%	16%	27%	-11
O=C(O)c1cc2c(s1)-c1ccccc1OC2	0.1	-6%	-10%	-13%	-7	3%	2%	0%	-8
O=C(COC(=O)/C=C/c1ccccc1Cl)NCCNC(=O)COC(=O)/C=C/c1ccccc1Cl	-1.1	2%	1%	-22%	-2	-3%	5%	?	-11
O=C(O)c1ccc(CNC(=O)c2ccc(S(=O)(=O)N3CCCCC3)cc2)cc1	0.3	-1%	-8%	24%	-2	-6%	6%	11%	-4
CCN(C(=O)COC(=O)c1cccnc1SC)C1CCS(=O)(=O)C1 (configuration not stated)	0.1	1%	0%	-16%	-4	-5%	-4%	274%[activator]	-17
COc1cc(/C=N/NC(=O)COc2cccc(F)c2)ccc1OS(=O)(=O)c1ccc(C)cc1	-0.4	0%	-3%	3%	-9	4%	2%	15%	8
CSCC[C@H](NC(=O)C1=NN(c2c(F)c(F)cc(F)c2F)C(=O)CC1)c1nc2ccccc2[nH]1	0.1	-7%	-3%	27%[11.4 µM]	-7	-6%	6%	-11%	-2
CCCC(CCC)C(=O)OC1C[C@H]2CC[C@@H](C1)[N+]2(C)C (some centres not stated)	nt	0%	2%	-21%	0	-2%&-4%&-4%	-4%	17%	nt
Cc1cccc(C)c1NC(=O)c1cc(-c2ccccn2)nc2ccccc12	1.1	3%	14%	-17%	-2	-3%	-4%	8%	-6
O=C(CCNS(=O)(=O)c1ccccc1F)OCc1ccccc1Cl	nt	-2%	-3%	-14%	0	2%	7%	-14%	nt
Cc1ccc(NC(=O)Cn2cc(S(=O)(=O)Cc3ccc(F)cc3)c3ccccc32)cc1Cl	0.8	-6%	0%	-29%	6	-3%	-17%	10µM*	nt
O=C(NCC(c1ccco1)N1CCCC1)c1cc2ccccc2s1 (configuration not stated)	0.0	-5%	-2%	22%	-1	1%	1%	0%	35*
Cc1nn(Cc2ccc([N+](=O)[O-])cc2)c(=O)n1-c1c(F)cccc1F	0.3	7%	2%	27%	-13	-2%	6%	-5%	37*
CCC1=NN2C(=N)/C(=C\c3cccn3-c3c(C)cccc3C)C(=O)N=C2S1	-0.2	2%	7%	-14%	-2	-3%	6%	-2%	4
CCOc1ccc2c(c1)C(C)=CC(C)(C)N2C(=O)Nc1ccccc1	-0.2	-14%	9%	-24%	22	12%	-2%	nt	2
COC(=O)c1ccc(CSc2nc3c(cnn3-c3ccccc3)c(=O)[nH]2)o1	0.6	-4%	0%	-1%	3	-4%	nt	-13%[57.4 µM]	26
CC1CCN(CCCNC(=O)COc2cc(=O)n(C)c3ccccc23)CC1	0.8	2%	-2%	-5%	-2	-4%	-2%	-11%	34*
O=C(Nn1c(C2CCCCC2)nc2ccccc2c1=O)c1cc(Cl)ccc1[N+](=O)[O-]	1.6	-1%	-4%	-9%	-1	-7%	-8%	1%	-1
CCOC(=O)C(C(=O)NCc1ccc(C)cc1)c1ncc(C(F)(F)F)cc1Cl (configuration not stated)	-0.1	-8%	4%	-6%	-3	-4%	-3%	-2%	-17
COc1ccc(-c2ccc(SCC(=O)N3CCOCC3)nn2)cc1	1.0	-4%	1%	-9%	5	1%	-11%	14%	-4
COc1ccc(-n2c(=O)c3c4c(sc3n(CC(=O)Nc3cc(C)[nH]n3)c2=O)CCC4)c(OC)c1	-0.4	-8%	1%	18%	-7	-1%	17%	-9%	-1
COC(=O)c1oc2nc(C)cc(C)c2c1N	0.1	-2%	-5%	-22%	-5	-3%	-1%	-4%	-2
Fc1ccc(/C=N/NC(=S)Nc2ccc(Cl)cc2Cl)cc1	-1.3	-18%	-1%	-24%	-1	3%	9%	8%	-8
O=C(N/N=C/c1ccnc2ccccc12)c1ccccc1O	-0.5	-1%	8%	6%	-7	1%	-13%	-3%	-19
COc1ccc(S(=O)(=O)NCCc2ccco2)cc1OC	-0.2	8%	-2%	16%	1	1%	7%	4%	2
Cc1nc(N2CCCC2)c2c(C(=O)N3CCN(c4ccccc4)CC3)c(C)oc2n1	-0.5	-2%	-7%	-10%	-12	-1%	2%	-18%	nt
Nc1c(Cl)cc(-c2csc(N3CCCC3c3nc4cc(Cl)c(N5CCCCC5)cc4n3CCOCCO)n2)cc1Cl (configuration not stated)	nt	-7%	-3%	-21%	-8	-4%	-2%	-10%	nt
Cc1c(NS(=O)(=O)c2cc(NC(=O)CCN3CCCC(C)C3)ccc2Cl)c(=O)n(-c2ccccc2)n1C (configuration not stated)	-0.2	0%	13%	-20%	-3	-5%	-4%	-12%	12
COc1ccc([C@H]2CC(=O)C=C(/C=C/c3ccccc3)C2)cc1OC	nt	8%	5%	8%	-4	0%	9%	7%	nt
COc1ccc(-c2ccc(CN3C(C)C(=O)N(Cc4cn(CCC5OCCCO5)nn4)CCS3(=O)=O)cc2)cc1 (configuration not stated)	nt	5%	0%	nt	-1	-3%	nt	-56%	nt
CC1=NN(c2ccccc2)C(=O)C1/C=C1\NC(=S)NC1=O (configuration not stated)	0.0	1%	-6%	-9%	-12	2%	7%	?	-2
COc1ccc(-c2coc3c(CN4CCCCC4C)c(O)ccc3c2=O)cc1 (configuration not stated)	-0.2	-5%	0%	-2%	-1	-1%	7%	11%	12
COCCn1c(C)cc(C(=O)CSc2ncnc3sc4c(c23)CCC4)c1C	0.5	3%	3%	-25%	-4	-7%	4%	0%	10
CC(C)n1cc(CN2CCC(Oc3ccc(C(=O)N4CCCC4)cc3)CC2)cn1	nt	-1%	-1%	-9%	-5	-2%	-8%	0%	nt
COc1ncccc1-c1nnn(-c2ccccc2)n1	-0.4	2%	-10%	-19%	-1	-5%	-7%	-20%	8
O=C1NCCCC1C(=O)N/N=C/c1ccc([N+](=O)[O-])cc1 (configuration not stated)	0.2	14%	-1%	-9%	-1	1%	-1%	145%[activator]	6
O=C(N/N=C/C=C/c1ccccc1)c1cccnc1	-0.1	0%	-3%	-18%	0	2%	-9%	0%	-2
COc1cccc(C2CC(c3ccc(C)cc3)n3nc(N)nc3N2)c1 (configuration not stated)	0.6	2%	-8%	28%	-10	0%	4%	-2%	6
COCCNc1nnc(SCC(=O)Nc2cc(C)on2)s1	-1.6	-4%	-5%	7%	-5	-2%	-6%	191%[activator]	2
O=C(NCCN1CCN(c2ccccc2F)CC1)C1CC(=O)N(C2CCCC2)C1 (configuration not stated)	nt	1%	1%	-4%	2	-3%	nt	0%	nt
COc1ccc(C2CC(c3ccccc3)Nc3nc(NS(C)(=O)=O)nn32)cc1 (configuration not stated)	0.2	-1%	1%	-30%	-1	-1%	-9%	-6%	-8
Cc1ccccc1-c1nc(CN2CCC(C(=O)NCCCN3CCCC(C)C3)CC2)c(C)o1 (configuration not stated)	1.6	6%	3%	40%[11.4 µM]	-2	-7%	10%	8%	-17

Of the compounds above, these contain a COOH group:
SMILES	D2 agonist	Vif-APOBEC3G blk	Vif-APOBEC3F blk	RGS4 inhibitor	LDHA block	GRP78 ERSR act	ERG Ets-DNA blk	12-LOX inh	D2 antagonist
O=C(O)c1cc2c(s1)-c1ccccc1OC2	0.1	-6%	-10%	-13%	-7	3%	2%	0%	-8
O=C(O)c1ccc(CNC(=O)c2ccc(S(=O)(=O)N3CCCCC3)cc2)cc1	0.3	-1%	-8%	24%	-2	-6%	6%	11%	-4
